Screens as filed in PubChem.
TDP1 inh: TDP1 (human) enzyme inhibition. Q9NUW8. recombinant TDP1, AlphaScreen DNA substrate cleavage. Potency, µM (highest dose often 130 µM), for the others: at the highest dose activity change, negative = inhibition, usual class: inhibitors. 350,000 compounds, 0.28% hits; further: nearly all actives have a fitted effect of over 40% in size
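Signal: AlphaScreen proximity between streptavidin donor and anti-FITC acceptor beads on intact substrate. Reaction: Tdp1 1 nM, substrate 15 nM final, 5 min RT after 15 min compound preincubation.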
GCN5L2 inh: blocks human GCN5L2 histone acetyltransferase; Q92830; 390,000 compounds, 0.21% hits; Potency, µM (top dose mostly 58.9 µM), for inactives: at the top dose activity change, negative = inhibition, usual class: inhibitors; GCN5L2 HAT assay, ThioGlo1 CoA-SH fluorescence
Target sequence (Q92830 whole entry, looked up): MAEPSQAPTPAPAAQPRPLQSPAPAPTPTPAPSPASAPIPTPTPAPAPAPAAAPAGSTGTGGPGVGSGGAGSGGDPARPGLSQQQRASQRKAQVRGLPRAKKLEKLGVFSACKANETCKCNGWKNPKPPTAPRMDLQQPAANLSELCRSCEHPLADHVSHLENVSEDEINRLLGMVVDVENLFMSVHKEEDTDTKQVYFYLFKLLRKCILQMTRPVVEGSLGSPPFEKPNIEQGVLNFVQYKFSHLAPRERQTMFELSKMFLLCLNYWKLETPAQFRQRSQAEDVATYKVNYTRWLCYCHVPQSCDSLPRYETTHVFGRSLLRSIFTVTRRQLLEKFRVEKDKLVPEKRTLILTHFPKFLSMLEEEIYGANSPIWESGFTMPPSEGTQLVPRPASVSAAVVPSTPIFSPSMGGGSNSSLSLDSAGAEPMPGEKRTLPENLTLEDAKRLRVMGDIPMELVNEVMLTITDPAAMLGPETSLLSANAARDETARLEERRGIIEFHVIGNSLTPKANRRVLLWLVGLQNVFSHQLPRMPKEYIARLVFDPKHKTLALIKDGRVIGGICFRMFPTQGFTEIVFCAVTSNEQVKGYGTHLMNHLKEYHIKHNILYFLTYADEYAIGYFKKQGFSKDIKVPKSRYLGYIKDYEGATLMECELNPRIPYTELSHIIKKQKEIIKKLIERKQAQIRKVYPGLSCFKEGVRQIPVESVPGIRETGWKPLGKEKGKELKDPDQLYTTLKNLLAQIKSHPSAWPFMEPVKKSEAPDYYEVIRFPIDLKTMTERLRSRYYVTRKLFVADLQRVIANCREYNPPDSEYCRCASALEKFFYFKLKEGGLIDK
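Titration-based screen in which CoA formation is detected via maleimide probe ThioGlo1 (50uM) turning fluorescent on thiol reaction; substrates H3(1-25) 75uM and acetyl-CoA 70uM, GCN5L2 20nM, 20 min incubation at room temperature.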
DT40 TDP1 no CPT: qHTS for Inhibitors of human tyrosyl-DNA phosphodiesterase 1 (TDP1): qHTS in cells in absence of CPT | DT40 Tdp1-/- hTDP1 cells, no CPT, ATP luminescence, 48 h | 420,000 compounds, 15% hits | Potency, µM (series often up to 46.2 µM), inactives show at the highest dose activity change, negative = growth inhibition, usual class: inhibitors; further: nearly all actives have a fitted effect of over 55% in size
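Chicken DT40 Tdp1-/- cells complemented with human TDP1, screened without camptothecin (DMSO vehicle only), 400 cells/well. Compounds pin-transferred, cells incubated at 37 °C for at least 48 hr. Growth read as ATP-dependent luminescence (CellTiter-Glo, 30 min at RT).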
* marks the source's active call; other numbers are inactive results; ? = inconclusive; . = not tested or not shown; & = joins results of further samples; [ ] = remark or other dose. The call rests on the fitted dose curve; in most records, active means well fitted curve in the direction sought with a large enough effect; inconclusive means small, poorly fitted or top-dose-only effect, or another doubt; inactive means no such curve, though single readings can be large; an effect the other way counts as inactive or inconclusive. On the % scale 0 is the no-effect control and ±100 the full control effect; potency means the concentration at half of the fitted maximal effect. An excerpt. The share of hits here may be higher or lower than overall.

Start of the listing, in advance (2 entries):
Molecule	TDP1 inh	GCN5L2 inh	DT40 TDP1 no CPT
CC(C)(C)NC(=O)CSc1nncn1NCc1ccccc1	-4%	3%	-3%
CC(=O)NC(c1cc(Cl)c2ccccc2c1O)C(C)C (stereo unspecified)	-1%	-19%	.

The listing (from the top)
Molecule	TDP1 inh	GCN5L2 inh	DT40 TDP1 no CPT
CC(C)(C)NC(=O)CSc1nncn1NCc1ccccc1	-4%	3%	-3%
CC(=O)NC(c1cc(Cl)c2ccccc2c1O)C(C)C (stereo unspecified)	-1%	-19%	.
COC(=O)C1=C(c2ccc(OC)cc2)OC(=O)C1(C)C	.	-7%	1%
CC(C)(C)NC(=O)C[C@H]1C[C@H](C(=O)N2CCOCC2)[C@@]2(C)c3[nH]c4cc(-c5ccco5)ccc4c3CCN2C1=O	1%[56.1 µM]	-1%	?
Cc1ccc(OCc2nc(-c3ccccc3)no2)cc1	-9%	-18%	-65%
COc1ccc(Cl)cc1C(=O)Nn1cnc2ccccc2c1=O	-6%	-25%	-3%
O=c1[nH]c(=S)[nH]nc1Cc1ccc(Cl)c(Cl)c1	.	-3%	7%
Cc1cc2[nH]ncc2cc1NC(N)=S	0%	-6%	?
COc1ccc(CCNc2ncnc3c2c(C)c(C)n3CCCN(C)C)cc1OC	.	-2%	?
N#CCCNCC1(c2ccccc2)CCCC1	7%	3%	5%
O=C(NCCO)/C(=C\c1ccc([N+](=O)[O-])o1)NC(=O)c1ccccc1	-9%	-15%	29µM*
CN(C)c1ccc(C(CNS(=O)(=O)c2ccc(Cl)cc2)N2CCOCC2)cc1 (stereo unspecified)	4%	-2%	?
CC(OC(=O)c1cccc(S(=O)(=O)N2CCCC2)c1)C(=O)c1ccccc1 (stereo unspecified)	-4%	-17%	-1%
COC(=O)c1cc(COc2ccc3oc(C)c(C(=O)OC)c3c2)c(C)o1	-10%	-13%	?
COc1ccc(C)cc1NC(=O)C1CCCN(S(=O)(=O)c2ccc3c(c2)CCCN3C(C)=O)C1 (stereo unspecified)	9%&-1%	-9%&1%	?
CSc1nc2nc(-c3ccccc3)cc(C(F)(F)F)n2n1	9%	-2%	?
CCc1ccc(S(=O)(=O)Nc2ccc(O)c3c(=O)cc(-c4ccccc4Cl)oc23)cc1	.	-19%	-26%
Cc1ccc(C#N)c(SCc2ccccc2F)n1	.	-20%	-2%
COc1ccc(C(=O)NCc2nnc(SCC(=O)Nc3ccc4c(c3)OCO4)o2)cc1	5%	-1%	-26%
O=C(Nc1sc2c(c1C(=O)NCC1CCCO1)CCC2)c1cc(=O)c2cc(Cl)ccc2o1 (stereo unspecified)	1%	-2%	?
CCC(=O)Nc1ccc(C(=O)Nc2ccc3c(c2)C(=O)N(CC2CCCO2)C3=O)cc1 (stereo unspecified)	-5%	-1%	-10%
COc1cc(C2C(C(=O)Nc3ccc(C)cc3C)=C(C)Nc3nc(SCc4ccccc4)nn32)cc(OC)c1OC (stereo unspecified)	0%	-3%	23µM*
N[C@H](C(=O)O)[C@H]1C[C@H]1C(=O)O	2%	-12%	-26%
COc1cccc(Cn2c(=O)n(CCc3ccccc3)c(=O)c3c2c2cc(OC)ccc2n3C)c1	3%	-4%	-21%
O=C(CC(C(=O)O)c1ccc(Cl)cc1)c1ccc(Cl)c(Cl)c1 (stereo unspecified)	.	-4%	-9%
COc1ccc(S(=O)(=O)N2CCOC2CNC(=O)C(=O)NCc2ccncc2)cc1OC (stereo unspecified)	2%	3%	-2%
C/C=C(\C)C(=O)NCCN1C2=NC[C@@H](C)N2C[C@@H]1Cc1ccc(OC)cc1	-1%	-1%	-5%
OCCN(Cc1nc(-c2ccc3c(c2)OCO3)no1)Cc1cccs1	3%	2%	?
N#CCCN1CCCc2cc(N=Nc3ccc(C(F)(F)F)cc3)ccc21	12%	-14%	?
COc1ccc(CCN(C)C2CCCN(C(=O)c3sccc3C)C2)cc1OC (stereo unspecified)	2%[56.1 µM]	?	-17%
Cc1cc2c(C)ccc(C)c2nc1SCC(=O)c1cccs1	-3%	-4%	-4%
CN(Cc1ccccc1)S(=O)(=O)c1ccc(Cl)c(C(=O)NCCc2ccccn2)c1	5%	-8%	?
CCOC(=O)C(/C(C)=N/NC(=O)C1CC1c1ccccc1)C(C)C (stereo unspecified)	2%	4%	-24%
COC(=O)c1c(NC(=O)/C=C/c2ccc(OC)c(OC)c2)sc2c1CCC2	-2%[12.3 µM]	-3%	9.2µM*
COc1ccccc1OCc1nnc(SCC(=O)N2CCCCC2)n1-c1ccccc1	6%	-4%	-21%
O=C(O)C1CC=CCC1C(=O)Nc1cc(Cl)ccc1Cl (stereo unspecified)	-2%[56.1 µM]	-4%	-6%
CCOc1ccc(NC(=O)c2ccc3c(c2)OCCO3)cc1S(=O)(=O)N(CC)CC	-2%[56.1 µM]	-2%	?
Nc1c(/C=C2\C=Nc3ccccc32)c(=O)nc2sc(CC(=O)N3CCOCC3)nn12	5%	-15%	-2%
Cc1cc(N/C(=N\S(=O)(=O)c2ccc(Cl)cc2)c2ccc(F)cc2)no1	4%	-4%	-17%
COCCNC(=O)C1c2ccccc2C(=O)N(CCOC)C1c1ccc(F)cc1 (stereo unspecified)	-1%	-24%	-2%
CC(Oc1ccc2c(-c3ccccc3)cc(=O)oc2c1)C(=O)O (stereo unspecified)	3%	-7%	3%
CCCCOc1ccc(-c2ncc(C(=O)OCC)c(N)n2)cc1	3%	-9%	-19%
C[C@H](NC(=O)c1ccco1)C(=O)N1CCN(c2ccc(C(F)(F)F)cn2)CC1	0%	0%	?
COc1ccc(C2(C)NC(=O)N(CC(=O)N(c3ccccc3)C3CCS(=O)(=O)C3)C2=O)cc1 (stereo unspecified)	0%	2%	-8%
O=C(c1cc(-c2cccc(O)c2)on1)N1CCN(C(c2ccccc2)c2ccccc2)CC1	5%	-5%	13µM*
CN(C(=O)COC(=O)c1cc(=O)[nH]c2ccccc12)c1ccccc1	1%	-2%	?
C[C@H](O)[C@@H](C(=O)N1CCN(C(=O)OC(C)(C)C)CC1)n1cc(CCCCNC(=O)OC(C)(C)C)nn1	3%	-9%	?
COc1ccc(CCN(C)CCC(=O)Nc2cc(C)ccc2C)cc1OC	6%	1.6µM*	-21%
O=C(CCN1C(=O)C2C3CCC(C3)C2C1=O)OCC(=O)c1ccc(Cl)cc1 (stereo unspecified)	0%	3%	17%
O=C(NCc1ccc2c(c1)OCO2)c1ccc(N2CCCC2=O)cc1	-2%	-2%	-30%
CCOC(=O)c1nc(N/N=C/c2ccccc2)sc1Br	.	-2%	?
CCOC(=O)N1CCN(C(=O)CSc2nnc(-c3ccc(C)c(C)c3)o2)CC1	6%	-2%	15µM*
COC(=O)c1cc(NC(=O)C2C3C=CC(C3)C2C(=O)O)cc(C(=O)OC)c1 (stereo unspecified)	5%	4%	3%
CC(C)(O)C#Cc1ncc(C(F)(F)F)cc1Cl	0%	-3%	-7%
Cc1cc(Cl)c(S(=O)(=O)Nc2ccc3c(c2)OCCO3)cc1OCC(=O)NC1CCCCC1	4%	0%	?
CN(C)S(=O)(=O)c1ccc(NC(=O)CN2C(=O)NC3(CCCC3)C2=O)cc1	13%	2%	-10%
O=[N+]([O-])c1ccc(Cl)c(/C=N/n2c(COc3ccccc3)n[nH]c2=S)c1	5%	-13%	21µM*
O=C(CCN1CCN(c2ccccn2)CC1)Nc1ccc(F)cc1	4%	-13%	-5%
CN(C)CC/C=C1\c2ccccc2CSc2ccccc21	9%[21 µM]	-2%	-2%
COc1ccc(C)cc1NC(=O)CN1CCN(S(=O)(=O)c2ccc3ccccc3c2)CC1	-1%[56.1 µM]	-19%	16µM*

Gathered by group, the compounds so far with a thiophene ring, fused or not.
Molecule	TDP1 inh	GCN5L2 inh	DT40 TDP1 no CPT
O=C(Nc1sc2c(c1C(=O)NCC1CCCO1)CCC2)c1cc(=O)c2cc(Cl)ccc2o1 (stereo unspecified)	1%	-2%	?
OCCN(Cc1nc(-c2ccc3c(c2)OCO3)no1)Cc1cccs1	3%	2%	?
COc1ccc(CCN(C)C2CCCN(C(=O)c3sccc3C)C2)cc1OC (stereo unspecified)	2%[56.1 µM]	?	-17%
Cc1cc2c(C)ccc(C)c2nc1SCC(=O)c1cccs1	-3%	-4%	-4%
COC(=O)c1c(NC(=O)/C=C/c2ccc(OC)c(OC)c2)sc2c1CCC2	-2%[12.3 µM]	-3%	9.2µM*

Remaining list, next part
Molecule	TDP1 inh	GCN5L2 inh	DT40 TDP1 no CPT
CCOc1ccccc1NC(=O)CSc1ccccc1	-1%	-1%	?
Cc1ccc(CNCC(=O)Nc2ccc(C)cc2Br)cc1	-3%	3%	?
CCOc1ccc(NC(=O)c2cc(CN3CCCC3)on2)cc1	7%	1%	-18%
Cc1oc(-c2ccccc2Cl)nc1CSCC(=O)NC1CC1	-3%	-25%	-18%
CC(=O)CCc1oc2ccccc2c1-c1ccccc1	-6%	-4%	-14%
CCn1ncc([N+](=O)[O-])c1C(=O)Nc1c(C)nn(Cc2ccc(F)cc2)c1C	.	1%	-8%
CN1c2ccccc2-c2nc(SCC(=O)Nc3ccccc3C(F)(F)F)ncc2S1(=O)=O	-3%	0%	?
O=S(=O)(NNC(=S)NCC1CCCO1)c1cc(Cl)ccc1Cl (stereo unspecified)	4%	-1%	-4%
COc1cccc(CNC(=O)c2oc3c(c2C)-c2nn(Cc4cccc(Cl)c4)cc2CC3)c1OC	5%	-12%	21µM*
CCc1ccc(OCC(=O)Nc2ccc3[nH]ncc3c2)cc1	0%	-2%	-7%
COc1ccc(C(CC(=O)O)NC(=O)c2ccccc2)cc1OC (stereo unspecified)	3%	-5%	3%
O=C(Nc1ccccc1)NC(Cc1ccc(O)cc1)C(=O)O (stereo unspecified)	-2%	-3%	-8%
COc1ccc(OC)c(N(CC(=O)Nc2ccccc2)S(C)(=O)=O)c1	-3%	-4%	-8%
CC(C)C(NC(=O)c1ccccc1)C(=O)OCC(=O)N1CCN(c2ccccc2)CC1 (stereo unspecified)	3%	-8%	?
C=CCOC(=O)N1CCN(c2cccc(C(F)(F)F)c2)CC1	3%	-6%	?
CCCCNC(=O)c1[nH]c2ccccc2c1Sc1ccc(C)cc1	3%	0%	-16%
Cn1c(N)c(C(=O)COC(=O)CCCc2nc3ccccc3s2)c(=O)n(C)c1=O	3%	0%	?
Cc1cc(NC(=O)COC(=O)[C@@H](NS(=O)(=O)c2ccc(Br)cc2)C(C)C)no1	2%	-8%	-2%
CC(C)(C)C(=O)NC(=S)N1CCOCC1	1%	-2%	-3%
COc1ccc(Cn2c(C(=O)O)c(CNCc3ccc(C)o3)c3ccc(OC)cc32)cc1	3%	0%	-97%
COc1cccc(NC(=O)CN2CCN(c3ccccc3F)CC2)c1	0%	-10%	-25%
Cc1noc(C)c1-c1nccc(N2CCN(C)CC2)n1	.	-8%	-7%
CCOc1ccccc1N(CC(=O)Nc1cccc2ccccc12)S(C)(=O)=O	4%	-6%	2%
Cn1cc(CN2CCN(c3cnccn3)CC2)c(-c2cccc(Cl)c2)n1	.	-6%	?
CCCCN(C(=O)COc1ccc(C)cc1OC)c1c(N)n(CCC)c(=O)[nH]c1=O	-2%	16%	8%
CCC(=O)Nc1cc2c(cc1C(C)=O)OCCO2	-2%	0%	-8%
O=C(Nc1ccc(S(=O)(=O)N2CCc3ccccc32)cc1)c1ccco1	8%	-13%	?
Cc1noc(-c2ccc(-c3noc(-c4cccc(F)c4)n3)cc2)n1	1%	3%	4%
CCCCCCc1c(C)c2c(cc(C)c3c(C)coc32)oc1=O	1%	-7%	?
COc1ccc(-c2nnc3c4ccccc4c(C)nn23)cc1	-2%	1%	18µM*
CC(=O)NCCNc1nc(-c2ccc(N(C)C)cc2)nc2ccccc12	4%	-12%	?
CCOCCOC(=O)c1[nH]c2c(c1C)C(=O)CC(c1ccccc1)C2 (stereo unspecified)	.	-9%	0.92µM*
Cc1ccc(Cn2nnc3c(=O)[nH]c(C4CCN(S(=O)(=O)c5cc(C)ccc5C)CC4)nc32)cc1	6%	-22%	23µM*
Cc1ccc(S(=O)(=O)NCC23C=CC(O2)C2C(=O)N(c4ccccc4)C(=O)C23)cc1 (stereo unspecified)	9%	-10%	?
COCCNC(=O)C(c1ccccc1)N(C(=O)Cn1nnc2ccccc21)c1cccnc1 (stereo unspecified)	8%	-10%	-1%
